Screens deposited in PubChem BioAssay by National Center for Advancing Translational Sciences (NCATS).
BAZ2B block: qHTS Assay for Inhibitors of BAZ2B; Bromodomain adjacent to zinc finger domain protein 2B (Homo sapiens), Q9UIF8; AlphaScreen BAZ2B-H3K14Ac peptide displacement; Potency, µM (top dose mostly 114 µM), for the others: top-dose activity change, negative = inhibition, most hits filed as inhibitors; 360,000 tested, 4.4% active; also: % is scaled to controls: 0 for no effect and ±100 for the full control effect; nearly all actives have a fitted effect of over 60% in size
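Inhibition is scored as reduced AlphaScreen emission. The BAZ2B/b-H3(5-23)K14Ac complex (50 nM each) in PBS pH 7.4, 0.01% Tween-20 meets compound (up to 110 uM) for 30 min at RT before bead addition.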
G9a inh: qHTS Assay for Inhibitors of Histone Lysine Methyltransferase G9a. Histone-lysine N-methyltransferase EHMT2 (Homo sapiens), Q96KQ7. G9a H3K9 monomethylation, AlphaScreen, 2 h. Potency, µM (series often up to 102 µM), for inactives: top-dose activity, negative = inhibition, hits mostly inhibitors. AID 504332, 2011. 350,000 tested, 8.8% active; also: % is scaled to controls: 0 for no effect and ±100 for the full control effect; nearly all actives have a fitted effect of over 75% in size
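Compounds were preincubated with 20 nM G9a for 15 min, after which biotinylated H3K9 peptide (500 nM) and SAM (20 uM) started a 2 h room-temperature reaction. Monomethylated product was quantified by antibody-based AlphaScreen chemiluminescence.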
Tb PGK inh: qHTS Assay to Find Inhibitors of Phosphoglycerate Kinase; PGK/GAPDH coupled, Kinase-Glo luminescence, 60 min; Potency, µM (top dose mostly 57.5 µM), without a hit: at the highest dose activity change, negative = inhibition, hits mostly inhibitors; 380,000 tested, 0.043% active; also: % is scaled to controls: 0 for no effect and ±100 for the full control effect; nearly all actives have a fitted effect of over 60% in size
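Recombinant glycosomal PGK reaction used 1,3-bisphosphoglycerate generated in-well by GAPDH (100nM final) in 100mM TEA pH 7.6, 5mM MgCl2, 0.01% Tween-20. After 60 minutes at room temperature, ATP was read by Kinase-Glo Plus luminescence end-point.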
GLS inhibitor: qHTS for Inhibitors of Glutaminase (GLS) | Glutaminase kidney isoform, mitochondrial (Homo sapiens), O94925 | GLS enzymatic activity, qHTS titration | Potency, µM (doses to about 45.5 µM), without a hit: at the highest dose activity change, negative = inhibition, actives largely listed as inhibitors | 410,000 tested, 0.21% active; also: % is scaled to controls: 0 for no effect and ±100 for the full control effect
Target sequence (O94925 whole entry, looked up, canonical isoform): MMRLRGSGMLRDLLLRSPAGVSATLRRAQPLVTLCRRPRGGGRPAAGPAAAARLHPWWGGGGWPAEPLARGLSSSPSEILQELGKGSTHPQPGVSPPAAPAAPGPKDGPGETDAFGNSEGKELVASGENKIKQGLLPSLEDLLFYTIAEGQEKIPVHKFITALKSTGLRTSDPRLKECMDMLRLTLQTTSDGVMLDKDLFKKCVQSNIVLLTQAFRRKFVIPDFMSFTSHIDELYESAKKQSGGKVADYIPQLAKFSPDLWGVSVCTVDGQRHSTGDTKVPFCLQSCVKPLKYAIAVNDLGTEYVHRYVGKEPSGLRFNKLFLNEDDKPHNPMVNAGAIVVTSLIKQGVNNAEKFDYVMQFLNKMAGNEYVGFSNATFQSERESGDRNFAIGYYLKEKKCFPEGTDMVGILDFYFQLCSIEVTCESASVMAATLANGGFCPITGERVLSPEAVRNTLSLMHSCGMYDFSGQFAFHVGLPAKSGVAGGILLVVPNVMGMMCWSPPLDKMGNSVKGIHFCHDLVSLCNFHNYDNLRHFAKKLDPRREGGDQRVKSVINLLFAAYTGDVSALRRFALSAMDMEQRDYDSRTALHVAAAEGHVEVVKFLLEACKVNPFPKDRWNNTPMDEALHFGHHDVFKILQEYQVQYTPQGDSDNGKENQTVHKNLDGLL
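Glutamate formation by hKGA was monitored fluorometrically using coupled glutamate oxidase, HRP and Amplex Red. Substrate was added as 1 mM L-glutamine solution; incubation was 30 min at RT after an initial read.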
Pin1 inh: qHTS Assay to Find Inhibitors of Pin1; Peptidyl-prolyl cis-trans isomerase NIMA-interacting 1 (Homo sapiens), Q13526; Pin1 FP peptide displacement, HiFluor488, 10 min; Potency, µM (titrated, usually from 115 µM), for inactives: at the highest dose activity, negative = inhibition, most hits filed as inhibitors; 390,000 tested, 0.009% active; active = well fitted inhibition curve with a large enough effect in the polarisation, with a control signal flat, not every such curve was filed as active; inconclusive = small, poorly fitted or top-dose-only effect, or effect the other way, or a change in a side signal; inactive = no such curve, though single readings can be large or run the other way; the % refers to the polarisation; also: % is scaled to controls: 0 for no effect and ±100 for the full control effect
Target sequence (Q13526 whole entry, looked up): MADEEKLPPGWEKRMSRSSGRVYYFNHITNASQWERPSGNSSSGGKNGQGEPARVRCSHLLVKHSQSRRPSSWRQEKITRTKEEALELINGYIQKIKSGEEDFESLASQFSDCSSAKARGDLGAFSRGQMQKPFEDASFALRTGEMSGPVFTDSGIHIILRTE
POLI inh: qHTS for Inhibitors of Polymerase Iota. Pol iota fluorescent replication assay, 10 min. 390,000 tested, 1% active. DNA polymerase iota (Homo sapiens), Q9UNA4. AID 588590, 2011. Potency, µM (top dose mostly 115 µM), for the others: at the top dose activity, negative = inhibition, usual class: inhibitors
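Fluorescent replication assay read twice, at 0 min and 10 min after adding 50 nM (final) substrate. Enzyme (10 nM) and compounds were first incubated 15 min at room temperature; enzyme-free buffer wells were negative controls.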
HP1b chromo inh: HTS for Inhibitors of HP1-beta Chromodomain Interactions with Methylated Histone Tails. 390,000 tested, 0.56% active. Potency, µM (series often up to 114 µM), for the others: at the highest dose activity change, negative = inhibition, most hits filed as inhibitors. AlphaScreen HP1-beta / biotin-H3K9me3 peptide binding. Chromobox protein homolog 1 (Homo sapiens), P83916; also: nearly all actives have a fitted effect of over 70% in size; inactives centre near 23
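HP1-beta protein (50 nM final) preincubated 30 min at room temperature with biotinylated H3(1-18)K9me3 peptide (50 nM) in PBS pH 7.4, 0.01% Tween-20, then compound added for 30 min. AlphaScreen streptavidin donor/nickel chelate acceptor beads (10 ug/mL final), 30 min dark, luminescence read.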
BLM helicase inh: qHTS Assay for Inhibitors of Bloom's syndrome helicase (BLM); 350,000 tested, 0.2% active; recombinant BLM DNA unwinding, fluorescence dequenching; Potency, µM (doses to about 56.1 µM), for the others: at the highest dose activity change, negative = inhibition, actives largely listed as inhibitors;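 also: plate controls were vehicle for no effect and no enzyme for full effect; nearly all actives have a fitted effect of over 35% in size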
JMJD2A Tudor: qHTS Assay for Inhibitors of JMJD2A-Tudor Domain | AlphaScreen JMJD2A-Tudor / H3K4me3 peptide binding | 390,000 tested, 4.4% active | Potency, µM (doses to about 114 µM), inactives show top-dose activity change, negative = inhibition, most hits filed as inhibitors; also: % is scaled to controls: 0 for no effect and ±100 for the full control effect; nearly all actives have a fitted effect of over 50% in size
An asterisk follows results filed as active; i = inactive; ? = inconclusive; . = no result given; [ ] = another dose, or the depositor's remark. Unless noted, calls follow the shape of the dose curve; as a rule, active = well fitted curve in the direction sought with a large enough effect; inconclusive = small, poorly fitted or top-dose-only effect, or another doubt; inactive = no such curve, though single readings can be large; an effect the other way counts as inactive or inconclusive. Potency is read from the fitted curve at half-maximal effect. Only part of the results is shown (hit frequency here may not be typical).

compound,BAZ2B block,G9a inh,Tb PGK inh,GLS inhibitor,Pin1 inh,POLI inh,HP1b chromo inh,BLM helicase inh,JMJD2A Tudor
CC(=O)C1CCC2C3CCC4=CC(=O)C=CC4(C)C3CCC12C (stereo unspecified),.,.,i,-1%,-6%,13%,31%[57 µM],.,-8%
CCN(CC)c1ccc(C(=O)N/N=C(\C)c2ccc(O)cc2)cc1,-27%,-9%[59 µM],3%,28%,-4%,8%,19%,-4%,-23%
O=Cc1ccc(OC(=O)C2CC(=O)N(c3ccc(F)cc3)C2)cc1 (stereo unspecified),4%,50µM*,-18%,-2%,-16%,5%,39%,-4%,-7%
O=C(O)c1cccc2cccnc12,?,2%[59 µM],i,-17%,-8%,-6%,-12%,-1%,-3%[11.4 µM]
CCCOc1ccccc1Cn1c(=O)oc2ccc(C)cc21,86%[activator],100%[activator],-1%,-7%,-2%,1%,130%[activator],-8%,50%[activator]
CCCCN(CCCC)CCNC(=O)c1cn(CC)c2ccc(S(=O)(=O)N3CCCC3)cc2c1=O,-3%,.,i,3%,-4%,-10%,22%,3%,23%
O=C(Cn1nc(-c2ccccc2)oc1=O)OCC(=O)c1ccc(F)c(F)c1,12%,24%[12.7 µM],-1%,2%,-11%,21%,18%,.,-8%
COc1ccc(CCNc2ncnc3onc(-c4ccc(Cl)cc4)c23)c(OC)c1,12%[57.1 µM],5%[59 µM],-1%,3%,7%,2%,34%,-1%,3%
O=C(CNC(=O)c1cc2c(n(-c3ccccc3)c1=O)CCCC2=O)c1ccccc1,-6%,.,-2%,2%,-8%,20%,20%,5%,3%
CCN(CC)CCCOc1ccc(C)cc1Br,79µM*,20µM*,4%,13%,-7%,7%,?,28%,14µM*
CC(=O)c1ccccc1NC(=O)COC(=O)c1cc(C)oc1C,3%,10%[12.7 µM],-7%,-1%,-1%,45%,40%[activator],.,-12%
Cc1sc(-c2ccncc2)nc1OC(=O)c1ccc(Cl)cc1,?,?,-6%,-1%,?,?,15%,-6%,?
O=C(NC(=S)Nc1nc2c(s1)CSc1ccccc1-2)c1ccccc1,?,3.5µM*,-1%,9%,-1%,18%,-18%,-13%,-31%
Cc1ccc(CN2CCN(/N=C/c3ccc(C)s3)CC2)c(C)c1,35µM*,?,3%,12%,1%,-12%,?,-6%,45µM*
CC(C)(C)C1CCc2c(sc3ncn(N)c(=N)c23)C1 (stereo unspecified),-17%,5%,-1%,-1%,-3%,10%,9%,-8%,-25%
O=C(COc1ccccc1[N+](=O)[O-])NCC1(N2CCOCC2)CCCCC1,.,.,8%,-1%,-4%,62%[activator],17%,.,-16%
CCc1ccccc1NC(=O)CCCn1c(=O)c2cccn2c2ccccc21,?,?,i,-1%,4%,45%[activator],8%,-2%,?
C=COCCNC(=O)C(=O)NCC(C)C,.,.,3%,4%,5%,10%,24%,.,-4%
COc1ccc(/C=N/NC(=O)CN(C2=NS(=O)(=O)c3ccccc32)c2ccccc2)cc1,-3%,-1%[59 µM],-2%,6%,-1%,8%,5%,-3%,5%
COCCN(C(=O)CNC(=O)c1ccco1)C(C(=O)NC1CCCC1)c1ccccc1 (stereo unspecified),4%,0%[59 µM],0%,-11%,-2%,128%[activator],36%,1%,11%
CC(=O)N(CCCCN1C(=O)c2ccccc2C1=O)c1ccc(C)cc1,11%,16%,i,-5%,-6%,?,-3%,-2%,-11%[11.4 µM]
COCCOc1nc2c(c(=O)n(C)c(=O)n2C)n1CCc1ccccc1,?,0%[59 µM],-8%,0%,2%,15%,35%,-3%,-11%
O=C(NNc1ccc([N+](=O)[O-])cc1)c1ccco1,-11%,45µM*,-9%,58%[activator],3%,-14%,11%,-4%,-4%
CCOc1cccc2sc(N(CCCN(C)C)C(=O)Cc3ccccc3)nc12,?,-13%,i,-3%,-5%,10%,51%[activator],14%,3%[11.4 µM]
O=C1C=C(NCc2ccccc2)c2ccccc2C1=O,-31%,?,?,-18%,?,1µM*,5%,?,-33%

Reformatted with values under each structure: entries from further up
Every second line gives: BAZ2B block	G9a inh	Tb PGK inh	GLS inhibitor	Pin1 inh	POLI inh	HP1b chromo inh	BLM helicase inh	JMJD2A Tudor
O=C(NC(=S)Nc1nc2c(s1)CSc1ccccc1-2)c1ccccc1
→ ?	3.5µM*	-1%	9%	-1%	18%	-18%	-13%	-31%
Cc1ccc(CN2CCN(/N=C/c3ccc(C)s3)CC2)c(C)c1
→ 35µM*	?	3%	12%	1%	-12%	?	-6%	45µM*
CC(C)(C)C1CCc2c(sc3ncn(N)c(=N)c23)C1 (stereo unspecified)
→ -17%	5%	-1%	-1%	-3%	10%	9%	-8%	-25%
O=C(COc1ccccc1[N+](=O)[O-])NCC1(N2CCOCC2)CCCCC1
→ .	.	8%	-1%	-4%	62%[activator]	17%	.	-16%
CCc1ccccc1NC(=O)CCCn1c(=O)c2cccn2c2ccccc21
→ ?	?	i	-1%	4%	45%[activator]	8%	-2%	?
C=COCCNC(=O)C(=O)NCC(C)C
→ .	.	3%	4%	5%	10%	24%	.	-4%
COc1ccc(/C=N/NC(=O)CN(C2=NS(=O)(=O)c3ccccc32)c2ccccc2)cc1
→ -3%	-1%[59 µM]	-2%	6%	-1%	8%	5%	-3%	5%
COCCN(C(=O)CNC(=O)c1ccco1)C(C(=O)NC1CCCC1)c1ccccc1 (stereo unspecified)
→ 4%	0%[59 µM]	0%	-11%	-2%	128%[activator]	36%	1%	11%
CC(=O)N(CCCCN1C(=O)c2ccccc2C1=O)c1ccc(C)cc1
→ 11%	16%	i	-5%	-6%	?	-3%	-2%	-11%[11.4 µM]
COCCOc1nc2c(c(=O)n(C)c(=O)n2C)n1CCc1ccccc1
→ ?	0%[59 µM]	-8%	0%	2%	15%	35%	-3%	-11%

Rewritten with each value named: 2 of the compounds above
Cc1ccc(CN2CCN(/N=C/c3ccc(C)s3)CC2)c(C)c1
  BAZ2B block: 35µM*
  G9a inh: ?
  Tb PGK inh: 3%
  GLS inhibitor: 12%
  Pin1 inh: 1%
  POLI inh: -12%
  HP1b chromo inh: ?
  BLM helicase inh: -6%
  JMJD2A Tudor: 45µM*

CC(C)(C)C1CCc2c(sc3ncn(N)c(=N)c23)C1 (stereo unspecified)
  BAZ2B block: -17%
  G9a inh: 5%
  Tb PGK inh: -1%
  GLS inhibitor: -1%
  Pin1 inh: -3%
  POLI inh: 10%
  HP1b chromo inh: 9%
  BLM helicase inh: -8%
  JMJD2A Tudor: -25%
